dFosB act: activators of delta FosB homodimer, primary screen, biochemical, fluorescence polarization, TAMRA-CDK5 oligo, single point | purified delta FosB; percent of positive-control signal above neutral wells | activation, % at 25 µM | Protein FosB (Mus musculus), P13346 | 340,000 tested, 0.99% active;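 active means mean activation above about 17%, with every replicate also reaching it, limit read from the data, passing the limit was not always enough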;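 further: fluorescence polarization rise as delta FosB binds a TAMRA Cdk5 AP-1 oligo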
Target sequence (P13346 whole entry, looked up): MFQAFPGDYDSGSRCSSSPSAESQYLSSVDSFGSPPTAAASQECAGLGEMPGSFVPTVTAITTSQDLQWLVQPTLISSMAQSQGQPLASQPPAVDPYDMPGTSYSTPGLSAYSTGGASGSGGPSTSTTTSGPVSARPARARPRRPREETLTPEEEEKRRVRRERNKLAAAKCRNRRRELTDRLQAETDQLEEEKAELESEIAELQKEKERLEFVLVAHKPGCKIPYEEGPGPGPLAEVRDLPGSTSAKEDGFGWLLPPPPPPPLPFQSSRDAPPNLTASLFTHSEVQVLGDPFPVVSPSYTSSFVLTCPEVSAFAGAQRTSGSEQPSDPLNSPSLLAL
NSD2 HMT inh: NSD2 histone methyltransferase inhibitors, primary screen, biochemical, AlphaScreen, single concentration, set 2. NSD2 peptide methylation, 120 min. Histone-lysine N-methyltransferase NSD2 (Homo sapiens), O96028. 310,000 tested, 0.54% active. inhibition, % at 12.5 µM; in the data active means inhibition above about 50%
SR-BI uptake up: activators of SR-BI mediated DiI-HDL uptake, primary screen, ldlA[mSR-BI] CHO cells, DiI fluorescence | 3 h; 100 = double the neutral-control signal | activation, % at 12.5 µM | 320,000 tested, 0.096% active | AID 504775, 2011;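 active means mean replicate activation of at least 60% and every replicate at or above 60%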;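 further: 0% = median plate neutral-control signal and 100% = twice that signal; values of inactives mirror those of a sister screen read the other way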
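Material – SR-BI-overexpressing, LDLR-lacking CHO cells · Medium – BSA-supplemented, HEPES-buffered Ham's F12, pH 7.4 · Doses – single concentration · Times – compound with DiI-HDL co-incubation, 3 h at 37 °C · Measured by – bottom-read fluorescence, 550/595 nm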
SR-BI DiI inh: inhibitors of SR-BI mediated HDL lipid uptake, primary screen, ldlA[mSR-BI] cells, fluorescence, single point; Scavenger receptor class B member 1 (Mus musculus), Q61009; ldlA[mSR-BI] CHO cells, DiI-HDL uptake fluorescence, 3 h; inhibition, % at 12.5 µM; 320,000 tested, 0.96% active; AID 488896, 2010;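 active means mean replicate inhibition of at least 70% and a set share of replicates each scoring 70 or more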;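 further: 0% = median of neutral control wells and 100% = median of positive control wells; values of inactives mirror those of a sister screen read the other way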
PKA-R1A activ: activators of PKA-R1A holoenzyme, primary screen, biochemical, fluorescence polarization, Cy5-IP20, bovine R1A, mouse PKAc; cAMP-dependent protein kinase type I-alpha regulatory subunit (Bos taurus) + …; PKA-R1A dissociation; scaled: DMSO 0%, 113 µM cGMP 100%; 340,000 tested, 0.083% active; AID 504707, 2011; activation, % at 11.4 µM;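 active means percent activation above the mean of all tested compounds plus 3 SD, cut at about 19% in these data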;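 further: higher means more PKAc released from R1A so a rise in polarization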
Arrestin-AP2 inh: inhibitors of beta-arrestin/AP2 binding, primary screen, biochemical, GPCR trafficking, flow cytometry. beta-arrestin 1 C-terminal peptide binding to AP2 beta2-adaptin appendage (human). FITC-arrestin peptide / GST-AP2 beads; AP2 beta2 appendage carries R879A mutation. inhibition, % at 10 µM. 340,000 tested, 0.31% active. AID 504490, 2011;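 active means inhibition above a set limit, near 3 SD of compounds lacking own fluorescence, cut at about 54% in these data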;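 further: plate controls were DMSO wells for no effect and 5 µM unlabelled arrestin peptide for full effect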
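System: GST-AP2 R879A glutathione beads | Also added: FITC-arrestin peptide, 50 nM | Times: 12 min plus 1 h, RT | Signal: Bead flow cytometry, FITC channel | Buffer or medium: PBS with 0.05% Tween 20 and 0.1% BSA | Read-out basis: Percent drop in bead-associated FITC signal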
SUMO Mot1 rescue: yeast Mot1-301 growth rescue at high temperature, primary screen, SUMOylation pathway inhibitor project, S. cerevisiae, ATP luminescence, 38.5C. growth rescue, % at 18.8 µM. S. cerevisiae Mot1-301 growth rescue; percent above DMSO median, 100 means doubled. 320,000 tested, 1% active. AID 2716, 2010;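 active means every valid replicate shows activation above 250% relative to neutral control wells; inactive means the rest, any valid replicate at or below 250%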;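 further: OY570 slx delta 5 strain wells were the positive control but not used for scaling; some compounds called inactive have numbers as strong as hits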
CDK5 inh: inhibitors of human CDK5/p35 kinase, primary screen, biochemical, single concentration. 330,000 tested, 0.01% active. Cyclin-dependent kinase 5 (Homo sapiens) + Cyclin-dependent kinase 5 activator 1 (Homo …. Recombinant CDK5/p35, ADP-Glo luminescence, 60 min. inhibition, % at 10 µM;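 active means highest replicate inhibition of at least 50% and at least 75% of replicates reaching 50%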;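 further: plate controls were DMSO neutral control for no effect and GW8510 at 10 µM for full effect; many of its hits are not listed in these tables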
Target sequence (Q00535 whole entry, looked up): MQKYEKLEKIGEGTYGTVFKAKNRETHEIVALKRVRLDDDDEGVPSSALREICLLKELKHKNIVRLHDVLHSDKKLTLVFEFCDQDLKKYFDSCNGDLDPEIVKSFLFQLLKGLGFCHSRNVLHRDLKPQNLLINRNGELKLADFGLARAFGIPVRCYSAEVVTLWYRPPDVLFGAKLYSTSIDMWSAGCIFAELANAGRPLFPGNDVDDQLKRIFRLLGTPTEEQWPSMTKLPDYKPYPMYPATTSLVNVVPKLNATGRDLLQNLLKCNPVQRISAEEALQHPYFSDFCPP
Target sequence (Q15078 whole entry, looked up): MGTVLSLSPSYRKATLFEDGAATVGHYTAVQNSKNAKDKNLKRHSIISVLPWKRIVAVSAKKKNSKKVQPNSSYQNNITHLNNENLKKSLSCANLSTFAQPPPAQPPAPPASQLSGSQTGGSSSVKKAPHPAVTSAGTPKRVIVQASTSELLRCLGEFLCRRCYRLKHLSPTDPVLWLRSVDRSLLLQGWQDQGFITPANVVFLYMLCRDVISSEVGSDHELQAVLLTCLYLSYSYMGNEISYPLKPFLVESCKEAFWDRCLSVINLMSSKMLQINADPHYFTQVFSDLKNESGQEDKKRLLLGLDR
DSG3 Ab inh: inhibitors of pemphigus antibody binding to DSG3, primary screen, biochemical, bead-based, flow cytometry, scFv-GFP. Desmoglein-3 (Homo sapiens), P32926. DSG3-coupled beads, scFv-anti-DSG3-GFP binding; active compounds read low. binding (percent of control), % at 10 µM. 310,000 tested, 0.48% active. AID 588358, 2011;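 active means binding more than 3 SD below its plate's average and above zero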;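 further: hits lower antibody fragment binding to DSG3; some compounds called inactive have numbers as strong as hits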
PKA-R2B activ: activators of PKA-R2B holoenzyme, primary screen, biochemical, fluorescence polarization, Cy5-IP20, human. cAMP-dependent protein kinase catalytic subunit beta (Homo sapiens) + cAMP-dependent …. PKA-R2B holoenzyme dissociation; R2B truncated from residue 108, S112A mutant; 0% DMSO only, 100% 113 µM cGMP. activation, % at 11.4 µM. 340,000 tested, 0.079% active;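 active means activation above a cutoff set at the mean over all compounds plus 3 SD, cut at about 18% in these data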;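 further: higher means more holoenzyme dissociation and a rise in polarization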
MITF TRPM1 HTS: activators of MITF-driven TRPM1 promoter reporter, primary screen, cell-based, SK-MEL-5, luciferase, single point; 300,000 tested, 0.75% active; SK-MEL-5 TRPM1-promoter luciferase, 24 h; % of positive control, neutral wells = 0; AID 588334, 2011; activation, % at 12.5 µM;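 active means mean activation of at least 80% with every replicate also reaching 80%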;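 further: 0% = neutral control wells and 100% = parthenolide positive control wells; values of inactives mirror those of a sister screen read the other way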
* = called active by the depositor; . = not tested or not shown.

cpd	canonical_smiles	dFosB act	NSD2 HMT inh	SR-BI uptake up	SR-BI DiI inh	PKA-R1A activ	Arrestin-AP2 inh	SUMO Mot1 rescue	CDK5 inh	DSG3 Ab inh	PKA-R2B activ	MITF TRPM1 HTS
1	C=CCOc1c(Br)cc(/C=N/NC(N)=O)cc1OC	7	2	20	-20	-10	1	-13	0.5	95	7	-11
2	O=c1[nH]c2cc3c(cc2cc1CN(Cc1ccco1)C(=S)NCC1CCCO1)OCCO3 (centres undefined)	-5	1	5	-5	-9	40	135	-0.4	98	-2	-18
3	O=C(CSc1nnc(CN2CCCCC2)n1-c1ccccc1)c1ccc2c(c1)OCO2	-6	0	-13	13	2	25	318	0.1	106	-1	2
4	Nc1ccc2cc3[nH]c4cc(N)ccc4c3nc2c1	67*	-2	5	-5	0	6	.	3.6	47	15	-82
5	COc1ccc(C2Nc3ccccc3C(=O)N2c2ccccc2)cc1Cn1cc([N+](=O)[O-])cn1 (centres undefined)	0	0	-16	16	-11	-3	-3	0.4	94	12	30
6	CN1CCN(c2cc(N3CCc4ccccc4C3)c(F)cc2[N+](=O)[O-])CC1	2	20	-38	38	-4	2	12	2.5	99	5	1
7	C#CCNC(=O)C1=C[C@@H](c2coc3ccccc3c2=O)C[C@@H](OCc2ccc(CO)cc2)O1	-2	.	26	-26	-10	-1	-10	-0.3	100	-4	7
8	Cc1nc(/C=[N+](\[O-])C(C)(C)/C=N/O)n(O)c1C	9	-1	12	-12	-10	2	1	-1.7	.	5	-2
9	C/C(=C\c1ccccc1)CN1CCN(c2ccccc2)CC1	-2	8	14	-14	-2	-4	143	-1.3	105	-8	-6
10	Cc1ccc(S(=O)(=O)Nc2cccc(-c3ccc(N4CCCCCC4)nn3)c2)c(C)c1	-5	0	-10	10	2	21	-11	-0.3	.	-4	53
11	Cc1cc(NC(=O)C(C)SCC(=O)Nc2cc(C(F)(F)F)ccc2N2CCOCC2)no1 (centres undefined)	-1	-2	-9	9	-4	25	-17	1.3	100	-11	-4
12	COc1ccc(S(=O)(=O)NCC2CCCO2)cc1NC(=O)c1ccccc1F (centres undefined)	-8	-6	-17	17	9	-7	31	1.0	99	0	-4
13	COc1ccc(OC)c(/C=N/NC(=O)CSc2cc(C)nc3c(OC)cccc23)c1	37*	-3	-6	6	.	35	-5	-0.3	.	.	-15
14	COc1ccc(-c2cc(C(=O)OCC(=O)c3cccc([N+](=O)[O-])c3)c3cc(C)ccc3n2)cc1	-14	.	-66	66	-1	.	39	-0.1	97	-4	4
15	CCC/C=C1/CCCOC(C(=O)NCc2ccccn2)(C(F)(F)F)C1 (centres undefined)	-1	.	0	0	5	7	-7	-0.1	106	-7	0
16	Cc1nn(C)cc1/C=N/NC(=O)Cn1nccc1C	2	-1	19	-19	-2	1	-17	-0.4	97	4	15
17	CC(O)CNCCCOc1cccc(C(F)(F)F)c1 (centres undefined)	-8	6	-10	10	5	28	23	-0.8	118	-8	-7
18	COc1ccc(C(=O)c2ccc(N(C)C)cc2)c2ccccc12	-7	.	-19	19	-3	-10	-5	1.4	99	-10	-5
19	COc1cc(C(=O)N2CCN(Cc3ccc4c(c3)OCO4)CC2)c([N+](=O)[O-])cc1OC	-3	0	16	-16	4	41	2	0.3	101	-13	-5
20	COc1ccc(/C=N/NC(=O)c2cccnc2)cc1CSc1nc2ccccc2s1	-12	2	-38	38	-9	16	21	1.4	96	1	-22

Quoted at random: two records from the list, in no set order.
cpd	canonical_smiles	dFosB act	NSD2 HMT inh	SR-BI uptake up	SR-BI DiI inh	PKA-R1A activ	Arrestin-AP2 inh	SUMO Mot1 rescue	CDK5 inh	DSG3 Ab inh	PKA-R2B activ	MITF TRPM1 HTS
3	O=C(CSc1nnc(CN2CCCCC2)n1-c1ccccc1)c1ccc2c(c1)OCO2	-6	0	-13	13	2	25	318	0.1	106	-1	2
16	Cc1nn(C)cc1/C=N/NC(=O)Cn1nccc1C	2	-1	19	-19	-2	1	-17	-0.4	97	4	15

Next part.
21) COC(=O)Nc1ccc(C)c2nsnc12
22) Cc1ccc(NC(=S)c2nc3ccccc3[nH]2)c(C)c1
23) CC(C)CNC(=O)COC(=O)c1c2c(nc3ccccc13)/C(=C/c1cccs1)CC2
24) Cn1cc(C(CC(=O)O)C(=O)O)c2ccccc21 (centres undefined)
25) CCn1c(CNc2ccc(Cl)cc2)nnc1SCC#N
26) FC(F)C(F)(F)C1=CC(c2ccccc2)=NCCN1
27) Cc1cc(C)cc(NC(=O)[C@@H](NC(=O)c2ccco2)C(C)C)c1
28) Cc1oc2c(F)c(F)c(F)c(F)c2c1S(=O)(=O)Nc1cccc(C(F)(F)F)c1
29) O=C(CC12CC3CC(CC(C3)C1)C2)NCc1ccc(F)cc1
30) C/C(=N/NC(N)=S)c1cc2ccc(O)cc2oc1=O

Screen / compound no.	21	22	23	24	25	26	27	28	29	30
dFosB act	-3	3	-4	2	-7	-5	-5	-9	-9	-2
NSD2 HMT inh	-1	.	4	17	-2	8	-6	-1	0	18
SR-BI uptake up	0	-62	-35	-7	-2	11	.	-11	-83	-84
SR-BI DiI inh	0	62	35	7	2	-11	.	11	83*	84*
PKA-R1A activ	3	-16	6	1	-10	10	-3	-19	-10	-1
Arrestin-AP2 inh	7	-7	3	2	-1	4	12	3	12	-10
SUMO Mot1 rescue	-4	11	188	-4	-6	1	-17	-1	-4	-7
CDK5 inh	-1.1	-1.1	-1.0	-1.8	1.0	0.4	4.6	-0.2	-0.3	1.5
DSG3 Ab inh	99	99	103	103	99	104	.	112	103	101
PKA-R2B activ	12	-13	3	-1	-11	9	-6	-6	6	-2
MITF TRPM1 HTS	.	73	32	-13	-3	-10	-4	-13	0	11

3 compounds out of the list, arranged by molar mass, high to low:
29) O=C(CC12CC3CC(CC(C3)C1)C2)NCc1ccc(F)cc1
30) C/C(=N/NC(N)=S)c1cc2ccc(O)cc2oc1=O
21) COC(=O)Nc1ccc(C)c2nsnc12

Screen / compound no.	29	30	21
dFosB act	-9	-2	-3
NSD2 HMT inh	0	18	-1
SR-BI uptake up	-83	-84	0
SR-BI DiI inh	83*	84*	0
PKA-R1A activ	-10	-1	3
Arrestin-AP2 inh	12	-10	7
SUMO Mot1 rescue	-4	-7	-4
CDK5 inh	-0.3	1.5	-1.1
DSG3 Ab inh	103	101	99
PKA-R2B activ	6	-2	12
MITF TRPM1 HTS	0	11	.

Next records
31) Cc1c(NC(=O)COC(=O)Cn2cc(C(F)(F)F)ccc2=O)cccc1[N+](=O)[O-]
32) O=C1CCCN2N=C(SCC(=O)N3N=C(c4ccc(Br)cc4)CC3c3ccc(F)cc3)SC2=N1 (centres undefined)
33) COc1ccc(C(=O)Cc2ccccc2)cc1OC
34) O=c1cnnc(N/N=C/c2cccs2)[nH]1
35) O=C(NCc1ccc(F)cc1)C1CC(=O)N(Cc2ccco2)C1 (centres undefined)
36) Cc1nc(SCC(=O)N2CCOCC2)c2c(C)c(C)sc2n1
37) C/C(=N\NC(=O)c1nn(C)c(C)c1Br)c1ccc(NC(=O)C2CCCC2)cc1
38) CCOc1ccc(-c2cc(C(=O)N3CCN(C)CC3)c3ccccc3n2)cc1
39) O=C(CSc1ccccn1)N1CCCC(Nc2ccccc2)C1 (centres undefined)

Screen / compound no.	31	32	33	34	35	36	37	38	39
dFosB act	-8	-4	-5	-1	-7	-11	-1	-9	-10
NSD2 HMT inh	0	0	-4	-10	.	1	1	3	-2
SR-BI uptake up	20	-51	12	.	36	.	-80	-38	1
SR-BI DiI inh	-20	51	-12	.	-36	.	80*	38	-1
PKA-R1A activ	8	-2	-4	9	0	3	-7	-3	0
Arrestin-AP2 inh	10	0	9	19	-5	6	-7	0	3
SUMO Mot1 rescue	-13	-6	-14	.	-2	-1	15	-2	.
CDK5 inh	-0.8	0.2	0.3	-0.8	-1.3	-2.6	0.2	0.6	2.0
DSG3 Ab inh	98	102	108	90	.	106	101	127	101
PKA-R2B activ	5	2	2	-4	-3	2	14	-1	-4
MITF TRPM1 HTS	1	-15	-2	1	-7	-9	4	58	-6

Compound activity (PubChem)
